Compound activity deposited in PubChem by several laboratories.
HCV core dimer – blocks dimerization of HCV core protein. TR-FRET GST/Flag-core106 dimerization, 1536-well. inhibition, % at 5 µM. 300,000 compounds, 0.33% hits. AID 1899;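 active means inhibition above the mean of all tested compounds plus 3 SD, set per screening campaign, cut at about 45% in these data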
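Test system: GST/Flag-tagged HCV core106 proteins; Medium: KF-containing HEPES buffer, pH 7.45, DTT, CHAPS, BSA; Times: compound-protein-antibody incubation 4 h at 22.5 °C; Detection: TR-FRET 671 and 617 nm emission; Benchmarks: wells lacking GST-core106 and wells with excess unlabelled core106.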
PP1 inh – PP1-alpha (human) inhibition in PP5 counter-screen; 320,000 compounds, 0.9% hits; purified PP1alpha, OMFP fluorescence; inhibition, % at 6.7 µM; P62136;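 active means inhibition above the mean inhibition of all tested compounds plus 3 SD, computed separately for each screening campaign, cut at about 15% in these data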
ZTA counter – ZTA (EBV) inhibition in EBNA-1 counter-screen; inhibition, % at 11 µM; 320,000 compounds, 0.15% hits; ZTA-DNA binding, fluorescence polarization; P03206; in the data active means inhibition above about 33%
Target sequence (P03206 whole entry, looked up): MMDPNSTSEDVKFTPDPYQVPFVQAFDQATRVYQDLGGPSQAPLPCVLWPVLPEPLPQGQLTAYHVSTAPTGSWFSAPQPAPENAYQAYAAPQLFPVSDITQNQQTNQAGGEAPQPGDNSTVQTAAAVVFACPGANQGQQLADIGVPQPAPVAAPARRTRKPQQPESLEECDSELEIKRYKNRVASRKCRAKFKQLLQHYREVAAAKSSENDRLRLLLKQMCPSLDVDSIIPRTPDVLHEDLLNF
CR mimetic SO – yeast age-related superoxide inhibition as caloric restriction mimetic; S. cerevisiae aged cells, superoxide DHE fluorescence; stronger effect = lower value; superoxide response (% of plate mean), % at 10 µM; 330,000 compounds, 0.18% hits; AID 2690;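 active means superoxide response under a set limit, about three screen SD below normal, cut at about 65% in these data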;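 further: yeast aged for seven days with compound at 30 °C before DHE staining; 100% = average MFI of all compound-treated wells on the plate with controls excluded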
Fh CTSL1 inh – cathepsin L1 inhibition, PFM18AAP counter-screen | recombinant F. hepatica cathepsin L1, Z-Leu-Arg-MCA fluorescence | inhibition, % at 5.96 µM | 300,000 compounds, 0.49% hits | AID 1906;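 active means inhibition above the mean of all tested compounds plus 3 SD, set per screening campaign, cut at about 17% in these data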;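 further: 0% = plate median of test compound wells and 100% = 1 µM Z-Phe-Ala-diazomethylketone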
GASC-1 inh – human JMJD2C demethylase inhibition | Q9H3R0 | GST-JMJD2C(1-420) H3K9me3 demethylation, DELFIA europium | inhibition, % at 2.35 µM | 330,000 compounds, 0.069% hits | AID 2099;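 active means more than half of a compound's replicate wells show inhibition beyond 50%, single wells judged on their own value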;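 further: signal counts dimethyl H3K9 product captured on neutravidin plate; 0% = median of DMSO wells and 100% = 0.3 times that DMSO median; strong numbers were not always called active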
EBNA-1 inh – blocks EBNA-1 binding to DNA | AID 1950 | inhibition, % at 14.8 µM | 300,000 compounds, 0.34% hits | EBNA-1 DNA binding, fluorescence polarization; in the data active means inhibition above about 28%
PP5 inh – blocks human protein phosphatase 5 activity; P53041; purified PP5c, OMFP substrate fluorescence; inhibition, % at 6.7 µM; 320,000 compounds, 0.18% hits; AID 1987;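 active means inhibition above the campaign's mean inhibition across all tested compounds plus 3 SD, cut at about 9.5% in these data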;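 further: 0% = DMSO only and 100% = 100 µM cantharidin control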
Target sequence (P53041 whole entry, looked up): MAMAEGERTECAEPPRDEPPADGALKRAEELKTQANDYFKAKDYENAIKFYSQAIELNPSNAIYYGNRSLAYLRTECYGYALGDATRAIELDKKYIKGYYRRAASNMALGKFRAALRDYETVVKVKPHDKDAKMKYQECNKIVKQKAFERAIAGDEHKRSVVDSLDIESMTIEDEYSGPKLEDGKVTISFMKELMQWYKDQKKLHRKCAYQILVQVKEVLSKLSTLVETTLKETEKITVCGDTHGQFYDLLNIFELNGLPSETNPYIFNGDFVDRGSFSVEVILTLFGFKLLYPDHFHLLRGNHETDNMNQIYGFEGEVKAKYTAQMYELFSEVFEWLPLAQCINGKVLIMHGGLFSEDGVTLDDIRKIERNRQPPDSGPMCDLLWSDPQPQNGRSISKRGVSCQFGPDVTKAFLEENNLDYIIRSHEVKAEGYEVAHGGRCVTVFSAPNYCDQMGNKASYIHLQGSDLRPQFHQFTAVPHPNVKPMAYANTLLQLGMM
TPT1 inhibitor – inhibitors of Candida albicans tRNA 2'-phosphotransferase TPT1; recombinant caTPT1, FP RNA substrate dephosphorylation; inhibition, % at 5 µM; 300,000 compounds, 0.81% hits; AID 1962;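 active means inhibition above the mean of all tested compounds plus 3 SD, set per screening campaign, cut at about 24% in these data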;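 further: plate controls were DMSO alone for no effect and ferristatin control at 100 nM for full effect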
The depositor's hits bear a star; . = no result given.

SMILES	HCV core dimer	PP1 inh	ZTA counter	CR mimetic SO	Fh CTSL1 inh	GASC-1 inh	EBNA-1 inh	PP5 inh	TPT1 inhibitor
Cc1ccc(S(=O)(=O)Nc2ccc(O)c(S(=O)(=O)c3ccc(C)cc3)c2)cc1	11	0	24	82	0	0	17	2.2	1
CC(C)C(NC(=O)c1ccc(F)cc1)C(=O)N1CCN(C(=O)c2ccco2)CC1 (configuration not stated)	.	-1	17	101	.	1	.	-1.7	.
CC(C)OCCCn1c(SCC(=O)N2CCCC2=O)nc2ccccc2c1=O	1	-7	-8	95	0	-17	6	-2.3	3
CC#CCN1c2ccccc2[C@]23C[C@@H](C(=O)OC)N(C(=O)NC4CCCCC4)C2=NC(C(=O)OC)=C(C(=O)OC)[C@H]13	9	-2	-6	93	1	-2	-4	1.4	0
Cc1ccc(CNC(=O)CCc2nc3ccccc3c(=O)[nH]2)cc1	-4	-1	-13	103	-5	-2	-7	2.8	-4
Cc1c(CN2CCN(C)C(CCO)C2)[nH]c2c(Cl)cccc12 (configuration not stated)	1	-1	12	104	-1	-35	3	4.4	1
Cc1cc(C(=O)Nc2ccc(CC(=O)O)cc2)c(C)o1	6	0	1	99	2	3	7	0.9	-2
COC(=O)c1oc2ccc(Br)cc2c1NC(=O)CCN1CCOCC1	-2	-2	3	98	-1	-2	2	-0.6	1
Cc1ccc(CNC(=O)CN(c2ccc(Cl)cc2)S(C)(=O)=O)cc1	7	-5	-6	101	-1	2	3	-3.1	3
COC(=O)c1cccc(NC(=O)NC(=O)c2ccccc2Cl)c1	-6	3	-23	99	0	2	-5	1.7	4
Cc1csc(SCC(=O)Nc2cccc(C)c2C)n1	.	-2	0	98	.	1	.	1.9	.
COc1ccc(CNc2n[nH]c(NCc3ccc(OC)c(OC)c3)n2)cc1OC	-5	1	-8	81	-2	-1	9	-1.1	-5
Cc1ccc(S(=O)(=O)c2c(N)n(NC(=O)c3ccccc3C)c3nc4ccccc4nc23)cc1	14	3	3	98	3	5	11	2.0	-4
CCOC(=O)c1cnn2c(C(F)(F)F)cc(-c3ccco3)nc12	-8	0	-17	110	-1	-4	5	3.5	3
O=C(NCCN1CCCCC1)c1ccc(/C=N/O)nc1	-7	-3	3	106	-1	2	-3	3.9	3
Cc1ccc(/C=N\NC(=O)C2CN(S(=O)(=O)c3ccccc3)CCN2S(=O)(=O)c2ccccc2)cc1 (configuration not stated)	22	2	12	101	-2	-7	-3	1.3	1
Cc1cc(N/C(=N\S(=O)(=O)c2ccc(F)cc2F)c2ccccc2)no1	-3	1	-14	96	-1	10	-7	2.9	-2
Cc1ccc2c(c1)C1CN(C)CCC1N2CC(=O)N(C)c1ccccc1 (configuration not stated)	-2	-6	14	111	0	-1	15	-2.6	-1
CCN1C(=O)/C(=C\N2CCN(c3ccc(F)cc3)CC2)SC1=S	-3	-6	-9	127	-3	8	-8	5.2	0
C[n+]1ccn(CC(=O)c2ccc(Br)cc2)c1	6	-1	-18	108	2	18	-2	2.7	0
CCn1c2ccccc2c2cc(/C=N/n3cn[nH]c3=S)ccc21	3	-1	5	90	5	0	13	0.1	0
Cc1ccc(-c2nc(SCC(=O)N(C)c3c(N)n(Cc4ccccc4)c(=O)[nH]c3=O)n[nH]2)cc1	-2	-3	-1	79	2	3	2	-1.0	3
COc1ccccc1CNC(=O)C1CCC(CNS(=O)(=O)c2ccc(C)cc2)CC1 (configuration not stated)	2	-2	7	93	0	-2	-2	0.3	-1
Cc1csc(NC(=O)c2ccc(Cn3nc(C)c(Br)c3C)o2)n1	4	1	1	100	-6	-12	-6	2.8	1
CN(C)c1ccc(/C=N/NC(=O)c2cccc(C(=O)N/N=C/c3ccc(N(C)C)cc3)n2)cc1	-12	1	-10	103	7	-11	-7	4.5	3
CSc1ccc(/C=N/Nc2nc(C)cc(=O)[nH]2)cc1	-1	1	18	96	1	-15	-2	2.7	-6
CC(Oc1ccccc1[N+](=O)[O-])C(=O)N/N=C/c1ccoc1 (configuration not stated)	-3	-4	0	90	-1	29	-11	0.0	3
COc1ccc(-c2ccc(NCCC3=CCCCC3)nn2)cc1OC	8	-1	5	104	0	-3	11	0.3	-1
CCOC(=O)N1CCN(C(c2ccc(F)cc2)c2sc3nc(C)nn3c2O)CC1 (configuration not stated)	18	0	-5	82	0	-10	-2	-0.1	0
Cc1nn(CCS(=O)(=O)c2ccc(Cl)cc2)c(C)c1Br	-2	-2	-9	109	-4	-12	-10	2.1	2

An excerpt of these results, in markdown.
| Molecule | HCV core dimer | PP1 inh | ZTA counter | CR mimetic SO | Fh CTSL1 inh | GASC-1 inh | EBNA-1 inh | PP5 inh | TPT1 inhibitor |
| --- | --- | --- | --- | --- | --- | --- | --- | --- | --- |
| Cc1ccc(CNC(=O)CN(c2ccc(Cl)cc2)S(C)(=O)=O)cc1 | 7 | -5 | -6 | 101 | -1 | 2 | 3 | -3.1 | 3 |
| COC(=O)c1cccc(NC(=O)NC(=O)c2ccccc2Cl)c1 | -6 | 3 | -23 | 99 | 0 | 2 | -5 | 1.7 | 4 |
| Cc1csc(SCC(=O)Nc2cccc(C)c2C)n1 | . | -2 | 0 | 98 | . | 1 | . | 1.9 | . |
| COc1ccc(CNc2n[nH]c(NCc3ccc(OC)c(OC)c3)n2)cc1OC | -5 | 1 | -8 | 81 | -2 | -1 | 9 | -1.1 | -5 |
| Cc1ccc(S(=O)(=O)c2c(N)n(NC(=O)c3ccccc3C)c3nc4ccccc4nc23)cc1 | 14 | 3 | 3 | 98 | 3 | 5 | 11 | 2.0 | -4 |
| CCOC(=O)c1cnn2c(C(F)(F)F)cc(-c3ccco3)nc12 | -8 | 0 | -17 | 110 | -1 | -4 | 5 | 3.5 | 3 |
| O=C(NCCN1CCCCC1)c1ccc(/C=N/O)nc1 | -7 | -3 | 3 | 106 | -1 | 2 | -3 | 3.9 | 3 |
| Cc1ccc(/C=N\NC(=O)C2CN(S(=O)(=O)c3ccccc3)CCN2S(=O)(=O)c2ccccc2)cc1 (configuration not stated) | 22 | 2 | 12 | 101 | -2 | -7 | -3 | 1.3 | 1 |
| Cc1cc(N/C(=N\S(=O)(=O)c2ccc(F)cc2F)c2ccccc2)no1 | -3 | 1 | -14 | 96 | -1 | 10 | -7 | 2.9 | -2 |
| Cc1ccc2c(c1)C1CN(C)CCC1N2CC(=O)N(C)c1ccccc1 (configuration not stated) | -2 | -6 | 14 | 111 | 0 | -1 | 15 | -2.6 | -1 |
| CCN1C(=O)/C(=C\N2CCN(c3ccc(F)cc3)CC2)SC1=S | -3 | -6 | -9 | 127 | -3 | 8 | -8 | 5.2 | 0 |
| C[n+]1ccn(CC(=O)c2ccc(Br)cc2)c1 | 6 | -1 | -18 | 108 | 2 | 18 | -2 | 2.7 | 0 |
| CCn1c2ccccc2c2cc(/C=N/n3cn[nH]c3=S)ccc21 | 3 | -1 | 5 | 90 | 5 | 0 | 13 | 0.1 | 0 |
| Cc1ccc(-c2nc(SCC(=O)N(C)c3c(N)n(Cc4ccccc4)c(=O)[nH]c3=O)n[nH]2)cc1 | -2 | -3 | -1 | 79 | 2 | 3 | 2 | -1.0 | 3 |
| COc1ccccc1CNC(=O)C1CCC(CNS(=O)(=O)c2ccc(C)cc2)CC1 (configuration not stated) | 2 | -2 | 7 | 93 | 0 | -2 | -2 | 0.3 | -1 |
| Cc1csc(NC(=O)c2ccc(Cn3nc(C)c(Br)c3C)o2)n1 | 4 | 1 | 1 | 100 | -6 | -12 | -6 | 2.8 | 1 |

Further results.
SMILES	HCV core dimer	PP1 inh	ZTA counter	CR mimetic SO	Fh CTSL1 inh	GASC-1 inh	EBNA-1 inh	PP5 inh	TPT1 inhibitor
CN(Cc1nc(-c2cccs2)no1)CC1(N2CCOCC2)CCCCC1	1	-9	1	110	-1	-4	-6	1.8	1
Cc1ccc(S(=O)(=O)N(C)Cc2ccc(C(=O)NN=C(CC(C)C)CC(C)C)cc2)cc1	12	6	2	93	6	0	-3	0.2	4
CCCOc1ccc(N2C(=O)CC(N3CCN(S(=O)(=O)c4ccccc4)CC3)C2=O)cc1 (configuration not stated)	7	-8	-8	107	2	-1	0	1.8	0
Cc1ccsc1/C=N/NC(=O)c1ccc(Cn2cc(Br)cn2)o1	-10	-1	-6	95	4	8	-3	-1.2	0
Cc1ccnc(NC(=O)COc2ccc3c(c2)CCC3)c1	-6	2	3	104	1	-5	5	1.6	-2
O=c1[nH]c2ccc(F)cc2[nH]c1=O	3	0	-5	83	-7	-5	1	1.9	-3
CCOC(=O)C1CCN(C(=S)NC(=O)c2cccs2)CC1	-10	-2	-35	109	11	-4	-11	-6.2	0
Cc1ccc(NC(=O)CN(c2ccc(Cl)cc2)S(=O)(=O)c2cc([N+](=O)[O-])ccc2Cl)cc1	25	-1	7	106	0	-5	-5	4.3	-4
CN(c1ccc(C(=O)NCCSC(C)(C)C)cc1)S(C)(=O)=O	-6	0	-5	86	-2	11	2	-2.1	-2
Nc1c(N(CCC2=CCCCC2)C(=O)c2ccccc2F)c(=O)[nH]c(=O)n1Cc1ccccc1	.	3	17	94	.	-1	.	-1.2	.
CNC(=S)n1cnc(N)n1	8	1	-1	100	0	-4	-5	-0.8	1
CCOC(=O)C1=C(N)Oc2cc(O)ccc2C1c1ccc([N+](=O)[O-])cc1 (configuration not stated)	1	-3	-3	105	7	-4	-1	2.4	-2
CC1CCCC(C)N1C(=O)CSc1nnc(COc2cccc3cccnc23)o1 (configuration not stated)	-2	-2	-6	97	0	4	-4	-0.6	-5
Cc1c(C(=O)OCC(=O)N(C)Cc2ccc(Cl)cc2)oc2ccccc12	.	0	3	97	.	3	.	4.0	.
O=C(COc1ccc(Cl)cc1)NCCCNC(=O)c1ccncc1	2	0	20	101	-3	-2	1	0.8	-1
Cc1nn(C)cc1NC(=O)c1cc2nc(-c3ccco3)cc(C(F)(F)F)n2n1	-4	-1	-16	86	0	6	9	2.0	-2
CC(=O)NCC(=O)NC1CCCc2c1cnn2-c1ccccc1F (configuration not stated)	0	2	5	97	-1	-10	-6	0.1	3
COc1ccccc1-c1sc2ccccc2c1-c1ccc(C(C)=O)cc1	-103	-3	-16	106	-3	7	-4	1.8	-2
